Assay outcomes as filed in PubChem.
Epigenetic derep: Quantitative High-Throughput Screen for Regulators of Epigenetic Control; actives 0.2% (n = 280,000); murine LDR cells, GFP reporter derepression, 30 h; Potency, µM (doses to about 53.9 µM), for the others: at the highest dose GFP activation, actives largely listed as activators; active = well fitted activation curve with a large enough effect; inconclusive = small, poorly fitted or top-dose-only effect; also: % of control where 0% means no effect; nearly all actives have a fitted effect of over 60% in size
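Reporter derepression read as number of fluorescent GFP-positive objects, 20-120 um in size, counted by laser-scanning cytometer. Mouse LDR line with an epigenetically silenced CMV-GFP locus; compound incubation 30 h, 37 C.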
Starred values were filed as active, the others as inactive; u = inconclusive. Potency is read from the fitted curve at half-maximal effect. An excerpt; count on the stated rates, not on these rows.

SMILES	Epigenetic derep
Cc1cc(C)cc(NC(=O)Cn2cc(C(=O)c3ccccc3)c(=O)c3ccc(C)nc32)c1	u
Clc1cccc(N2CCN(c3ncnc4c3nc3n4CCCCC3)CC2)c1	0.6%
Cc1cccc(N2CCN(S(=O)(=O)c3ccc4c(c3)C(C(C)C)C(=O)N4)CC2)c1C (centres undefined)	0.0%
COc1ccc(OC)c(C2C(C(=O)Nc3ccccc3OC)=C(C)Nc3c(C(=O)Nc4ccc(F)cc4)cnn32)c1 (centres undefined)	-1.3%
Cn1c(NCCN)nc2c1c(=O)n(Cc1ccccc1)c(=O)n2C	8.5%
O=C(CN1C(=O)CC(c2ccco2)Sc2ccccc21)Nc1ccc(Br)cc1 (centres undefined)	0.0%
COc1ccc(-c2nnc(SCC(=O)Nc3ccc(C)c(Cl)c3)nc2-c2ccc(OC)c(OC)c2)cc1OC	5.2%
COc1ccc(N2C(=O)NC(NS(=O)(=O)c3ccc(NC(C)=O)cc3)(C(F)(F)F)C2=O)cc1 (centres undefined)	0.0%
c1ccc(N2CCN(c3ncnc4[nH]ncc34)CC2)cc1	-0.8%
COc1cccc(N2CCN(C(=O)C3CCCN(S(=O)(=O)c4ccc5c(c4)oc(=O)n5C)C3)CC2)c1 (centres undefined)	-1.6%
CCOC(=O)c1ccc(NC(=O)c2oc3c(c2C)-c2nn(Cc4ccccc4Cl)cc2CC3)cc1	u
CCn1c2c(c(=O)n3ncc(C(=O)Nc4ccc(Cl)cc4C)c13)CN(Cc1ccc(OC)cc1)CC2	2.5%
Cc1ccc(CNC(=O)c2ccc3c(O)c(S(=O)(=O)c4ccccc4)c(=O)[nH]c3c2)cc1	-0.2%
Cc1cccc2nc(Cn3c(=O)n(-c4ccc(Cl)cc4)c(=O)c4c5c(sc43)CCC5)cc(=O)n12	-1.8%
CCCCc1ccc(NC(=O)c2cc3c(=O)n4ccccc4nc3n2C)cc1	1.4%
COc1ccc(NC(=O)Cn2c(=O)n(Cc3ccc(C(=O)NCc4ccccc4Cl)cc3)c(=O)c3ccccc32)cc1OC	1.5%
COc1ccc(NC(=O)C(Cc2ccccc2)NS(=O)(=O)c2ccc3c(c2)oc(=O)n3C)c(OC)c1 (centres undefined)	0.0%
CCC(Sc1nc2ccccc2c2nc(CCc3c(C)n[nH]c3C)nn12)C(=O)Nc1ccc(OC)cc1 (centres undefined)	u
CCC(=O)N1CCc2cc(Br)cc(S(=O)(=O)CCC(=O)NCCc3cccc(C)c3)c21	-1.1%
CCOc1cccc(CNC(=O)c2ccc(N3CCCC3)c(NC(=O)Nc3ccccc3CC)c2)c1	-4.2%
Cc1c(C(=O)N(C)C)sc2c1c(=O)n(-c1ccc(F)cc1)c(=O)n2CC(=O)N(C)c1ccccc1	-1.3%
O=C(NC1CC(=O)N(c2ccc(Cl)cc2)C1)c1ccc(S(=O)(=O)N2CCOCC2)cc1 (centres undefined)	7.0%
Cc1ccc(CNC(=O)c2ccc(CSc3nc4ccncc4n3Cc3ccc(C)cc3)cc2)cc1	3.2%
COc1ccc(CNS(=O)(=O)c2cc(Br)cc3c2N(C(C)=O)C(C)C3)cc1 (centres undefined)	2.4%
Cc1ccc(N2CC(NC(=O)c3ccc(S(=O)(=O)N4CCOCC4)cc3)CC2=O)cc1 (centres undefined)	10%
NC(=O)c1cc(S(=O)(=O)N2CCCCC2)cs1	11%
O=C(CSc1nc(-c2ccccc2)no1)N1CCCCC1	-5.0%
CCCCN(C)CCCNC(=O)Cn1ncc2c3ccccc3n(Cc3ccccc3F)c2c1=O	12%
Cc1ccc(Nc2nc(C)c(NC(=O)c3ccc(C)cc3)c(Nc3ccc(C)cc3)n2)cc1	1.6%
Cc1ccc(CCNC(=O)Cn2c(-c3cccs3)cc3ccccc32)cc1	0.0%
O=C(c1ccc(CS(=O)(=O)c2c(Cl)cccc2Cl)o1)N1CCN(c2ccccc2)CC1	3.3%
Cc1oc2ncnc(N3CCCCC3)c2c1C(=O)N1CCN(c2cccc(Cl)c2)CC1	2.1%
Cc1ccc(C)c(N2CCN(C(=O)c3cc4c(=O)oc5ccccc5c4s3)CC2)c1	-0.3%
Cc1c(Cl)cccc1-n1ncc(C(=O)N2CCC(C)CC2)c1C1CCN(C(=O)OC(C)(C)C)CC1	-1.3%
COC(=O)c1cc(NC(=O)CCS(=O)(=O)c2cc(Br)cc3c2N(C(=O)C2CC2)CC3)cc(C(=O)OC)c1	0.1%
O=C(Cn1c(=O)n(CCCS(=O)(=O)C2CCCCC2)c(=O)c2ccccc21)Nc1ccccc1C(F)(F)F	-2.8%
COc1ccc(C(CC(=O)Nc2cccc(C)c2C)N2Cc3ccccc3C2=O)cc1 (centres undefined)	-0.3%
Cc1cc(S(=O)(=O)Nc2cccc(C(=O)O)c2)c(C)c(S(=O)(=O)c2ccccc2)c1	-3.2%
N#Cc1ccccc1Cn1c(=O)n(-c2cccc(C(F)(F)F)c2)c(=O)c2sccc21	-0.9%
CCCCN(CCCNC(=O)c1c(C)oc2nc[nH]c(=O)c12)Cc1ccccc1	-1.5%
CCN(CC)CCNC(=O)Cn1nc(C)c2c(C)n(-c3ccccc3)nc2c1=O	2.7%
CCN1CCOC(=O)C1CC(=O)Nc1cc(C)cc(C)c1 (centres undefined)	0.0%
CCc1ccc(OCC(=O)N(Cc2cccs2)c2ccc(Cl)cc2)cc1	-3.2%
CCc1cccc(NC(=O)CN(C)S(=O)(=O)c2ccc3[nH]c4c(c3c2)CCCC4)c1	-1.2%
CC(=O)N1CCCc2cc(S(=O)(=O)N3CCCC(C(=O)Nc4ccc(C)c(F)c4)C3)ccc21 (centres undefined)	2.2%
O=C(CSc1c2c(nc3ccccc13)CCC2)Nc1ccc(F)cc1F	-2.4%
O=C(NC1(C(F)(F)F)C(=O)Nc2c1c(=O)[nH]c(=O)n2CCc1ccccc1)c1ccc(Cl)cc1Cl (centres undefined)	0.8%
COc1ccc(NC(=O)c2nc(S(C)(=O)=O)ncc2N(Cc2ccc(C)cc2)Cc2ccco2)cc1Cl	1.6%
Cc1ccc(-c2nn(CC(=O)NC3CCCCC3)c3c2cnc2ccc(F)cc23)cc1C	1.5%
CCOC(=O)c1[nH]c(C)c(C(=O)NCc2ccc(F)cc2)c1C	-3.9%

Later entries.
SMILES	Epigenetic derep
CC(C)c1ccc(NC(=O)[C@H]2O[C@@H]3OC(C)(C)O[C@@H]3[C@H]3OC(C)(C)O[C@H]32)cc1	-0.3%
CCc1ccc(Oc2c(C(F)(F)F)oc3c(CN4CCN(C)CC4)c(O)ccc3c2=O)cc1	-1.0%
Cc1cc2n(n1)CCCN2C(=O)Nc1ccc(C)c(Cl)c1	-3.2%
Cc1ccc(OCC(=O)Nc2ccccc2OCc2cc(=O)n3ccccc3n2)cc1C	5.6%
CCc1nn(Cc2cccc(F)c2)c(=O)c2cc3cc(C)ccc3n12	-0.9%
CCOc1cc(CNC(=O)c2ccccc2NC(=O)c2nsc3ccccc23)ccc1OC	13%
Cc1cc(-c2ccc(C)c(S(=O)(=O)N3CCCC(C)C3)c2)on1 (centres undefined)	-1.7%
O=C(CN1C(=O)C2(SCC(=O)N2c2cccc(F)c2)c2ccccc21)NCCc1ccccc1 (centres undefined)	-0.4%
O=C(NCc1ccccc1)c1ccc2c(c1)N(Cc1ccccc1)C(=O)c1ccccc1S2(=O)=O	0.0%
Cc1ccc(C)c(NC(=O)CN2CCN(C3CCCCC3)C(=O)C2=O)c1	-8.2%
COc1ccc(OC2CCN(S(=O)(=O)c3cccc(F)c3)CC2)cc1	7.7%
Cc1nc2nncn2c(Nc2ccccc2)c1C	3.9%
CCc1cccc(NC(=O)CSc2ncccc2C(=O)Oc2ccccc2Cl)c1	-0.3%
COc1ccccc1CNS(=O)(=O)c1cc(C(=O)Nc2cccc(C(F)(F)F)c2)ccc1F	1.2%
Cc1cc(NS(=O)(=O)c2ccc(NC(=O)c3ccccc3F)cc2)nc(C)n1	-1.0%
CC1CN(C(=O)N2CCC(C(=O)NCCC3=CCCCC3)CC2)c2ccccc2O1 (centres undefined)	0.8%
Cc1ccc(CNc2ncnc3c2c(-c2ccccc2)cn3-c2ccccc2)cc1	5.2%
CCOc1ccc(NC(=O)CCC(=O)N2CC(C)Oc3ccc(C)cc32)cc1 (centres undefined)	-2.3%
COc1ccc(Cn2nnc3c(=O)[nH]c(C4CCCN(C(=O)c5ccc(C)cc5)C4)nc32)cc1 (centres undefined)	4.4%
Cc1cccc(N2CCN(C(=O)C3CCN(S(=O)(=O)c4c(C)noc4C)CC3)CC2)c1C	-0.7%
CCCN1C(=O)c2[nH]nc(-c3ccccc3)c2C1c1cccc(O)c1 (centres undefined)	0.5%
CC(NC(=O)c1ccc(Cn2c(=O)c3cccn3c3cccnc32)cc1)c1ccccc1 (centres undefined)	9.9%
NC(=O)c1c(NC(=O)c2noc3c2CCCC3)sc2c1CCCC2	0.0%
Cc1ncc(CO)c2c1Oc1nc(-c3ccccc3)nc(SCC(=O)Nc3cccc(C(F)(F)F)c3)c1C2	-0.8%
CCN(CC)C(=O)c1sc2c(c1C)c(=O)n(CCc1ccccc1)c(=O)n2Cc1cc(C)ccc1C	-1.3%
COc1ccc(S(=O)(=O)Nc2cc(-c3cn4cccc(C)c4n3)ccc2C)cc1C	u
CN(C)CCNC(=O)C1CCN(c2nc3ccccc3[nH]2)CC1	-0.8%
Oc1ccccc1-c1nc(/C=C/c2ccccc2Cl)nn1-c1ccccc1	-0.2%
COc1ccccc1NC(=O)CSc1nc(O)c(C/C=C/c2ccccc2)c(=O)[nH]1	2.1%
CC(C)Cn1c(=O)c2ccccc2n2c(CCC(=O)NC(C)c3ccccc3)nnc12 (centres undefined)	0.8%
CC(=O)N1CCc2c(sc3c2c(=O)n(Cc2ccccc2)c(=O)n3Cc2ccccc2F)C1	0.0%
CCOc1ccccc1NC(=O)c1c(NCc2ccc(OC)c(OC)c2OC)sc2c1CCC(C)C2 (centres undefined)	-1.1%
Cc1cc(C)c(NC(=O)CSc2nc(-c3ccc(F)cc3)nc3c2Cc2c(CO)cnc(C)c2O3)c(C)c1	-2.4%
COc1cccc(CNC(=O)C2CCCN(S(=O)(=O)N(C)c3ccc(F)cc3)C2)c1OC (centres undefined)	-1.4%
Cc1ccc(NC(=O)c2oc3ccc(S(=O)(=O)N(C)C4CCCCC4)cc3c2C)c(C)c1	0.0%
Cc1nn(C(C)C(=O)Nc2ccccc2C(F)(F)F)c(=O)c2c1sc1ccccc12 (centres undefined)	2.7%
Cc1ccc(-n2nc3ccc(NC(=O)c4cc5ccccc5o4)cc3n2)cc1	-1.6%
COc1ccc(CCN2C(=O)c3oc4ccc(F)cc4c(=O)c3C2c2ccc(C(C)(C)C)cc2)cc1 (centres undefined)	1.9%
Cc1ccc(C(=O)NCc2ccc3c(c2)CCN3C(=O)c2ccc(C)cc2)cc1	-1.3%
COc1ccc(NC(=O)Cn2c(=O)n(-c3ccc(C)c(C)c3)c(=O)c3c4c(sc32)CCCCC4)cc1Cl	-0.9%
CC(=O)Nc1nonc1-c1nnc(SCc2ccc(F)cc2)n1C	0.8%
COc1ccc(C)cc1NS(=O)(=O)c1ccc2c(c1)[C@H]1C=CC[C@H]1[C@@H](c1cccc(Cl)c1)N2	-1.5%
CCc1nn(CC(=O)Nc2ccc(N(CC)CC)cc2C)c(=O)c2cc3sccc3n12	9.5%
O=C(CSc1cn(CCNC(=O)c2ccccc2F)c2ccccc12)Nc1ccc(F)cc1	0.0%
CCS(=O)(=O)c1nc(S(=O)(=O)c2ccc(C)cc2)c(NC)s1	-6.2%
COc1ccc(C2C(C(N)=O)=C(C)Nc3nc(CCCO)nn32)cc1 (centres undefined)	-1.1%
COc1ccc(CC(=O)Nc2sc3c(c2C(=O)Nc2ccccc2)CCCCC3)cc1	0.0%
COc1cccc(N2CCN(C(=O)c3ccc4c(=O)n(CCc5ccccc5)c(=O)[nH]c4c3)CC2)c1	0.1%
COc1ccc(C(=O)N(Cc2cc(OC)c(OC)c(OC)c2)C2CCS(=O)(=O)C2)cc1Cl (centres undefined)	-1.9%
CCOc1ccc(-n2cc(-c3ccccc3)c3c(NC4CCCCC4)ncnc32)cc1	1.3%
COc1ccccc1NC(=O)C1CCCN(c2nnc(C)c3c(C)n(-c4ccccc4)nc23)C1 (centres undefined)	2.7%

A different layout for part of the listing above.
Compound,Epigenetic derep
COc1ccc(NC(=O)Cn2c(=O)n(-c3ccc(C)c(C)c3)c(=O)c3c4c(sc32)CCCCC4)cc1Cl,-0.9%
CC(=O)Nc1nonc1-c1nnc(SCc2ccc(F)cc2)n1C,0.8%
COc1ccc(C)cc1NS(=O)(=O)c1ccc2c(c1)[C@H]1C=CC[C@H]1[C@@H](c1cccc(Cl)c1)N2,-1.5%
CCc1nn(CC(=O)Nc2ccc(N(CC)CC)cc2C)c(=O)c2cc3sccc3n12,9.5%
O=C(CSc1cn(CCNC(=O)c2ccccc2F)c2ccccc12)Nc1ccc(F)cc1,0.0%
CCS(=O)(=O)c1nc(S(=O)(=O)c2ccc(C)cc2)c(NC)s1,-6.2%
COc1ccc(C2C(C(N)=O)=C(C)Nc3nc(CCCO)nn32)cc1 (centres undefined),-1.1%
COc1ccc(CC(=O)Nc2sc3c(c2C(=O)Nc2ccccc2)CCCCC3)cc1,0.0%
COc1cccc(N2CCN(C(=O)c3ccc4c(=O)n(CCc5ccccc5)c(=O)[nH]c4c3)CC2)c1,0.1%
COc1ccc(C(=O)N(Cc2cc(OC)c(OC)c(OC)c2)C2CCS(=O)(=O)C2)cc1Cl (centres undefined),-1.9%
CCOc1ccc(-n2cc(-c3ccccc3)c3c(NC4CCCCC4)ncnc32)cc1,1.3%
COc1ccccc1NC(=O)C1CCCN(c2nnc(C)c3c(C)n(-c4ccccc4)nc23)C1 (centres undefined),2.7%
